# Screening data (PubChem)
# Insulin prom inh – TRM-6 insulin promoter activity inhibition; TRM-6 cells (human fetal islet line), insulin promoter-eGFP reporter, imaging; reporter expression induced with tamoxifen; inhibition, % at 2 µM; 130,000 compounds, 0.9% hits; AID 1273;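 active means inhibition above the mean plus 3 SD, with well images judged a real hit on visual review, cut at about 60% in these data, passing the limit was not always enough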
# sdo1 growth – compounds rescuing growth of sdo1-depleted yeast, bone marrow failure model; z-score at 10 µM; 140,000 compounds, 0.21% hits; S. cerevisiae sdo1-depleted JHY4D growth rescue, OD600 30 h; stronger effect = higher value; pdr5 snq2 efflux-pump mutant strain; AID 817;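 active means z-score above 3 at both the 24 hr and the 30 hr optical density reads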;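 further: z-score against mean and SD of all compound wells on the same plate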
# sdo1 growth Rescue 24 h – further read-out of sdo1 growth, marked with its call; z-score; S. cerevisiae sdo1-depleted JHY4D growth rescue, OD600; measured here: growth rescue at 24 h;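 0 is the plate mean of compound wells and units are plate SD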
# Active calls of the source: *; nt = no result given; & = joins results of further samples; [ ] = remark or other dose.
SMILES,Insulin prom inh,sdo1 growth,sdo1 growth Rescue 24 h
COC(=O)c1c(SCc2ccc(C#N)cc2)nc(=O)[nH]c1C,26.3,nt,nt
O=C(Cc1cccs1)N1CCC(c2nc3c(nnn3Cc3ccccc3)c(=O)[nH]2)CC1,nt,0.53,0.35
O=C(CCSc1ccccc1)Nc1nccs1,44.4,0.64,0.75
CCN(CC)CCN(C(=O)c1ccccc1OC)c1nc2ccc(F)cc2s1,16.7,nt,nt
O=C(CCc1ccccc1)NNC(=S)NC(=O)c1ccccc1,nt,-1.83,-0.99
COc1cc2c(cc1NC(=O)Nc1ccc(F)cc1)oc1ccccc12,11.1,-1.87,-0.92
COC(=O)c1ccc(CN2CCN(Cc3ccc(C(=O)OC)o3)CC2)o1,5.9,0.07,-0.76
N#CCCN1CCN(S(=O)(=O)c2cc(Cl)ccc2Cl)CC1,0.0,nt,nt
CC1c2ccccc2SC(CCCN(C)C)c2ccccc21 (stereo not given),-50.0,1.16,0.49
Cc1cccc(-c2nsc(SCC(=O)NCc3ccc4c(c3)OCO4)n2)c1,nt,-0.54,-0.21
O=C(Cc1sc(Nc2ccccc2)nc1-c1ccccc1)NCc1ccccn1,-45.5,nt,nt
CCN(C1CCCCC1)S(=O)(=O)c1ccc(C(=O)O)cc1,14.8,1.69,1.91
O=[N+]([O-])c1ccc(/C([O-])=C(/C(=S)NCc2ccco2)[n+]2ccccc2)cc1,-46.7,nt,nt
O=C(Oc1ccc(/C=N/O)cc1)c1ccccc1Cl,-17.6,nt,nt
CN(c1ccc(OCC(=O)N2CCN(c3ccc(F)cc3)CC2)cc1)S(=O)(=O)c1cccs1,-36.4,nt,nt
CCOc1ccc(-c2nnn(CC(=O)c3cc(OC)ccc3OC)n2)cc1,64.3,0.31,1.75
CCOC(=O)c1cccc(NC(=O)CSc2nnc(C)n2Cc2ccccc2)c1,nt,0.22,-0.79
COc1ccc(-c2csc(/C(C#N)=C\c3ccc(OC)c([N+](=O)[O-])c3)n2)cc1,12.0,-0.46,0.28
CC(C)N(C)CCOC(=O)c1ccc2c(c1)OCCO2,-23.1,0.44,0.08
O=C1CCCc2c1cc(C(=O)O)c(=O)n2-c1ccccc1,-400.0,nt,nt
CC(SC(=S)N1CCCC1)C(=O)O (stereo not given),6.7,nt,nt
Cn1c(CSc2nc3ccccc3s2)nnc1SCC(=O)NCc1ccccn1,-33.3,0.48,0
COc1ccc(C(=O)c2ccc(OC)c(N)c2)cc1N,-76.6,-0.1,-0.95
COc1ccc(C(=O)Nc2cc(OC)nc(OC)n2)cc1,-262.5,0.38,0
CN(C)c1nc(N)nc(/C(C#N)=C/C2CC3C=CC2C3)n1 (stereo not given),35.7,-1.98,-1.63
Clc1ccc(-c2cn3cccnc3n2)cc1Cl,0.0,-2.69,-1.67
Cc1cc(NC(=O)c2cccc(N3C(=O)CCC3=O)c2)no1,nt,0.88,-0.04
CN(C)CCCNC1=CC(=O)OC12CCCCC2,-300.0,1.95,2.68
CC(C)c1ccc(OCC(=O)N(c2ccccn2)C2CCCCC2)cc1,23.3,-1.15,-1.2
CCOC(=O)N1CCN(c2cc(C)nc3nc(C)nn23)CC1,nt,0.71,0.39
COc1cc(CNc2nc(C)c([N+](=O)[O-])c(C)c2C#N)cc(OC)c1,13.6,-1.03,-0.37
O=C1C2C3C=CC(C2C(=O)N1c1cccc(O)c1)C1C2C(=O)N(c4cccc(O)c4)C(=O)C2C31 (stereo not given),13.3,nt,nt
Cc1csc(=S)n1-c1ccccc1,-5.1,1.25,0.24
COc1ccccc1C(=O)N(Cc1nc(-c2ccc(Cl)cc2)no1)C(C)C,nt,-0.92,-0.3
O=c1c(Cl)c(NCCO)ncn1-c1ccccc1,nt,1.33,2.11
O=C(NCCC1=CCCCC1)C1CCN(c2nnc(-n3cccc3)s2)CC1,nt,0.23,2.04
CCc1ccc(OCc2n[nH]c(=S)n2Cc2ccccc2)cc1,41.7,nt,nt
O=c1c2sccc2nc(SCc2cc(=O)n3cc(Cl)ccc3n2)n1-c1ccc(F)cc1,nt,-1.21,-0.83
CCOc1cc(CNCCCN2CCOCC2)cc(Br)c1OCC(=O)Nc1cccc(C(F)(F)F)c1,nt,-1.82,-1.22
CCC(C)NS(=O)(=O)c1ccc(NC(=O)c2c(-c3ccccc3)noc2C)cc1 (stereo not given),nt,0.62,0.49
Cc1nc2sc(C(c3ccc(F)cc3)N3CCN(C(=O)c4ccco4)CC3)c(O)n2n1 (stereo not given),nt,0.16,-0.21
CCCn1nc2cc(C(=O)NCc3ccccc3)ccc2c1OCC,nt,1.66,0.63
O=S(=O)(NCCc1ccncc1)c1ccc(Br)cc1,-6.9,0.66,0.4
Cn1c(-c2ccc3c(c2)OCO3)c(C(=O)O)c(=O)c2ccccc21,nt,0.06,-0.76
Cc1cc(=O)n(C)c(=O)n1CCCCOc1cccc([N+](=O)[O-])c1,-10.7,-0.04,-0.12
COc1cc(OC)cc(C(=O)NC(=S)Nc2cc3oc4ccccc4c3cc2OC)c1,-165.3,0.07,0.7
Cc1ccc(-c2nnn(CC(=O)N(Cc3ccc(F)cc3)C(C(=O)NC3CCCC3)c3ccncc3)n2)o1 (stereo not given),35.1,0.38,0.13
Cc1ccc2c(c1)C(c1ccccc1)N(C(=O)C(C)C)CC(=O)N2 (stereo not given),nt,0.07,1.07
CC(=O)Nc1ccc(NC(=O)C2CC(=O)N(c3ccccc3Cl)C2)cc1 (stereo not given),30.8,nt,nt
CC(=O)/C(=N\Nc1ccccc1)Oc1ccc([N+](=O)[O-])cc1,18.8,-0.31,0.06
COCCOC(=O)C1=C(N)Oc2c(oc(CO)cc2=O)C1c1c(F)cccc1Cl (stereo not given),nt,0.74,0.59
CC(=O)Nc1ccc(SCC(=O)Nc2sccc2C#N)cc1,54.5,nt,nt
CCn1c(=O)c2c3c(sc2n2c(=S)[nH]nc12)CCC3,-20.0,-1.66,-1.21
Nc1ccc2nc(-c3ccccc3)[nH]c2c1,56.8,-0.4,-0.65
CCOC(=O)C(=O)NC12CC3CC(CC(C3)C1)C2,20.0,1.28,0.88
CC1CCc2sc(C(=O)N/N=C/C3CCCCC3)cc2C1 (stereo not given),13.5,0.39,0.53
O=C(Cn1cc(C(F)(F)F)ccc1=O)N1CCN(S(=O)(=O)c2ccc(Cl)cc2)CC1,-14.3,0.9,-0.01
O=C(NCC(=O)N(Cc1cccs1)C(C(=O)NC1CCCCC1)c1ccncc1)c1ccco1 (stereo not given),-253.3,0.7,0.72
CC(C)(C)C1=C(C#N)C(c2cccnc2)C(C#N)=C(N)O1 (stereo not given),0.0,0.25,-0.72
CN1/C(=C\C(=O)c2ccco2)c2ccccc2CC1(C)C,nt,-0.07,-0.17

# Grouped by structure, the entries above with an aryl methoxy group (9)
SMILES,Insulin prom inh,sdo1 growth,sdo1 growth Rescue 24 h
CCN(CC)CCN(C(=O)c1ccccc1OC)c1nc2ccc(F)cc2s1,16.7,nt,nt
COc1cc2c(cc1NC(=O)Nc1ccc(F)cc1)oc1ccccc12,11.1,-1.87,-0.92
CCOc1ccc(-c2nnn(CC(=O)c3cc(OC)ccc3OC)n2)cc1,64.3,0.31,1.75
COc1ccc(-c2csc(/C(C#N)=C\c3ccc(OC)c([N+](=O)[O-])c3)n2)cc1,12.0,-0.46,0.28
COc1ccc(C(=O)c2ccc(OC)c(N)c2)cc1N,-76.6,-0.1,-0.95
COc1ccc(C(=O)Nc2cc(OC)nc(OC)n2)cc1,-262.5,0.38,0
COc1cc(CNc2nc(C)c([N+](=O)[O-])c(C)c2C#N)cc(OC)c1,13.6,-1.03,-0.37
COc1ccccc1C(=O)N(Cc1nc(-c2ccc(Cl)cc2)no1)C(C)C,nt,-0.92,-0.3
COc1cc(OC)cc(C(=O)NC(=S)Nc2cc3oc4ccccc4c3cc2OC)c1,-165.3,0.07,0.7

# More compounds follow:
SMILES,Insulin prom inh,sdo1 growth,sdo1 growth Rescue 24 h
CC1(C)CC(=O)C2=C(C1)N(Cc1cccnc1)C(=O)C2(NC(=O)c1ccc(F)cc1)C(F)(F)F (stereo not given),24.3,0.05,0.04
CC(C)CCn1nnnc1C(c1ccc(F)cc1)N1CCC(C(N)=O)CC1 (stereo not given),31.2,3.52*,5.02*
COc1ccc(OC)c(C2C(C(=O)Nc3nc4ccccc4s3)=C(C)NC3=C2C(=O)CCC3)c1 (stereo not given),nt,-0.54,-0.64
Cc1cc(S(=O)(=O)NCc2cccs2)ccc1-n1cnnn1,nt,1.1,0.93
COC(=O)c1ccc2c(=O)[nH]c(CSc3nc(-c4ccc(F)cc4)cs3)nc2c1,30.8,-0.42,1.17
Cc1occc1C(=O)N=Nc1c(O)n(C)c2ccccc12,-3.9,-0.08,0.12
O=C(CCCCCn1c(=S)[nH]c2ccccc2c1=O)NCc1ccc2c(c1)OCO2,27.3,-1.37,-1.15
CCNC(=S)N/N=C/c1cn(Cc2ccc(F)cc2)c2ccccc12,nt,-1.32,-0.72
COc1ccccc1OCCNC(=O)c1ccc(S(=O)(=O)N(C)C)cc1,nt,0.74,0.46
O=C(COC(=O)Cc1ccsc1)NCc1ccc(Cl)cc1,21.9,0.7,0.65
COc1ccc(C2CC(c3cccs3)=NN2C(=O)CSc2nc3ccccc3o2)cc1 (stereo not given),nt,0.14,-0.04
Cc1cc(=O)n2c3c(sc2n1)C(=O)N(Cc1ccccc1)C3=O,64.3,-2.03,-1.41
Cc1ccccc1OCc1n(CC(=O)OC2CC(C)CCC2C(C)C)c2ccccc2[n+]1C (stereo not given),-28.6&-42.9,nt,nt
COc1ccc(-c2nc3c(Br)c(N)c(Br)cc3o2)cc1,nt,-0.57[6.6 µM],0.32
Cc1nn(Cc2ccc(C(=O)N3N=C(C(F)F)CC3(O)C(F)F)o2)c(C)c1[N+](=O)[O-] (stereo not given),40.0,0.36,-0.3
COc1ccc(C2C(C(=O)C(C)(C)C)=C(O)C(=O)N2Cc2ccccc2)cc1 (stereo not given),11.1,0.25,0.16
CCCCOc1ccccc1C(=O)NCCCCCC(=O)O,9.1,-0.56,-0.23
Cc1ccc(CNS(=O)(=O)NCc2ccccc2F)cc1,-153.8,nt,nt
O=C(Nc1ccc(Cl)cc1)OCc1ccccn1,-16.7,0.09,-0.35
CC(NC(=O)Cn1c(=O)oc2cc(S(=O)(=O)N3CCCC3)ccc21)c1ccccc1 (stereo not given),nt,0.23,-0.11
Cc1cc(N2C(=O)C3C4C=CC(C4)C3C2=O)ccc1NC(=O)c1cccs1 (stereo not given),23.3,0.98,0.14
NC1=NC(=Nc2ccccc2)c2ccccc21,nt,1.49,0.83
O=C(CCCOc1ccc(Cl)cc1)N1CCCCCC1,-30.8,-0.41,0.37
COc1nc(NCCC2=CCCCC2)nc(OC)n1,nt,-0.25,0
O=C(O)C1CC=CCC1C(=O)Nc1ccc2c(c1)OCCO2 (stereo not given),37.5,1.58,2.2
Fc1ccc(Cn2nnnc2C(c2cccs2)N2CCCCCC2)cc1 (stereo not given),nt,-1.17,-0.18
S=c1[nH]nc(-c2ccncc2)n1Cc1ccccc1,nt,-0.24,-1.06
O=C(Cn1cnc2ccccc2c1=O)N1CCOCC1,29.7,0.95,1.8
CC1CCN(S(=O)(=O)c2ccc(Oc3ccc([N+](=O)[O-])cc3)cc2)CC1,7.1,-0.89,-0.88
CC(C)CN=c1cc(-c2ccccc2)oc2ccc(Cl)cc12,2.9,1.44,0.91
Cc1nc2sc(-c3ccccc3)nn2c(=O)c1Br,50.0,0.61,0
Cc1sc2nc(CN3CCCCC3)nc(Nc3ccc4c(c3)OCCO4)c2c1C,0.0,nt,nt
Cn1ccnc1SCC(=O)Nc1sccc1C#N,50.0,-0.44,-1.01
CCCOc1ccc(C(C)(O)CN2CCOCC2)cc1 (stereo not given),nt,1.01,0.42
CC1(C)CC(CCNC(=O)c2ccco2)CC(C)(C)N1,0.0,0.33,0.18
CC1(C)CC(=O)C=C(N2CCCC2)C1,-76.2,0.62,-0.01
Cc1cc(C(F)(F)F)n2nc(-c3cnn(C)c3C(F)(F)F)cc2n1,-120.0,-1.04,-1.61
COc1cccc(-n2nnc3c(=O)n(Cc4ccc(Cl)cc4)cnc32)c1,28.6,-1.59,-0.72
Cc1ccc(OCC(=O)NCc2ccccc2)c([N+](=O)[O-])n1,nt,1.16,1.08
Nc1nc(SCC(=O)N2CCCC2)[nH]c(=O)c1-c1ccccc1,-394.4,1.38,0.88
N#Cc1c(-c2ccccc2)cc(C2CC2)nc1N,nt,-1.07,-0.88
Cc1ccc(-n2nc3c(c2NC(=O)c2ccc(S(=O)(=O)N4CCOCC4)cc2)CSC3)c(C)c1,-41.7,1.12,1.83
COc1ccc(-c2ccnc3nc(/N=C/N(C)C)nn23)cc1,-50.0,nt,nt
Cc1ccc([N+](=O)[O-])cc1NC(=O)C[n+]1ccccc1,-16.7,nt,nt
COC(=O)C(CC(=O)c1cccc(OC)c1)c1ccc(F)cc1 (stereo not given),27.3,nt,nt
CCOC(=O)C1CCN(S(=O)(=O)C(F)(F)c2nc3ccccc3s2)CC1,nt,-1.34,-1.29
Cc1cc(C(=O)N/N=C/c2cc(Br)ccc2OC(=O)c2ccc(Br)cc2)n[nH]1,-41.9,-0.72,0.33
COc1ccccc1/C=N/Nc1nncc2ccccc12,nt,0.25,0.24
CCOC(=O)Cn1cnc2c(C#N)c3n(c2c1=O)CCCCC3,nt,0.29,-0.41
O=C(CCSCCc1ccccn1)Nc1c(F)c(F)c(F)c(F)c1F,-69.4,0.79,0.22
